Source: PubChem (National Center for Advancing Translational Sciences (NCATS))
AmpC detergent: blocks E. coli AmpC beta-lactamase in detergent assay | 0.041% of 370,000 active | AmpC hydrolysis of nitrocefin, absorbance 480 nm, 0.01% Triton | Potency, µM (doses to about 114 µM), inactives show at the top dose activity change, negative = inhibition, most hits filed as inhibitors | P00811;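 also: potency is read from the fitted curve at half-maximal effect; 0% = no-compound wells and -100% = no-enzyme wells; nearly all actives have a fitted effect of over 25% in size; some results filed as inactive show a strong effect at the top dose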
Target sequence (P00811 whole entry, looked up): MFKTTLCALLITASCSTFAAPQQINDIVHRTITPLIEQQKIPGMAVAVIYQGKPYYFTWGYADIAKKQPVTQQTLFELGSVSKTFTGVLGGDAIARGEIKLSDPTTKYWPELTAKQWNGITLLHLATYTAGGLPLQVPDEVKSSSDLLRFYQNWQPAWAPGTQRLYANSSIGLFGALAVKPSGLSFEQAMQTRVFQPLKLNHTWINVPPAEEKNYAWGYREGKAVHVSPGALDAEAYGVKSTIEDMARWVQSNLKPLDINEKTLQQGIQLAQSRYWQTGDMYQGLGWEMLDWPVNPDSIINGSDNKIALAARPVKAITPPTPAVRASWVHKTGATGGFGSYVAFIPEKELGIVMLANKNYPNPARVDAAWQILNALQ
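20 mM phosphate pH 7.0 + 0.01% (detergent screen) or 0.0001% Triton X-100; 5.3 nM AmpC reagent; cpd preinc 15 min RT; nitrocefin (800 uM stock) to start; A480 q20 s × 4 min; Activity was normalised to no-enzyme and no-compound control wells.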
AmpC inh no detg: inhibitors of E. coli AmpC beta-lactamase without detergent; P00811; AmpC nitrocefin hydrolysis, absorbance 480 nm, 0.0001% Triton; Potency, µM (doses to about 57.1 µM), for inactives: at the top dose activity change, negative = inhibition, most hits filed as inhibitors; 0.52% of 330,000 active;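 also: potency is read from the fitted curve at half-maximal effect; plate controls were no compound for no effect and no enzyme for full effect; nearly all actives have a fitted effect of over 20% in size; some results filed as inactive show a strong effect at the top dose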
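AmpC (5.3 nM in the dispensed reagent) in 20 mM phosphate pH 7.0 with 0.01% (detergent screen) or 0.0001% Triton X-100 was preincubated with compounds for 15 min at room temperature. Nitrocefin was then added from an 800 uM solution, and hydrolysis was followed at 480 nm.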
LmPK inh: blocks Leishmania mexicana pyruvate kinase activity. Q27686. purified LmPK, Kinase-Glo ATP luminescence, 1 h. Potency, µM (titrated, usually from 57.5 µM), without a hit: at the highest dose activity change, negative = inhibition, hits mostly inhibitors. 0.37% of 290,000 active; also: potency is read from the fitted curve at half-maximal effect
Target sequence (Q27686 whole entry, looked up): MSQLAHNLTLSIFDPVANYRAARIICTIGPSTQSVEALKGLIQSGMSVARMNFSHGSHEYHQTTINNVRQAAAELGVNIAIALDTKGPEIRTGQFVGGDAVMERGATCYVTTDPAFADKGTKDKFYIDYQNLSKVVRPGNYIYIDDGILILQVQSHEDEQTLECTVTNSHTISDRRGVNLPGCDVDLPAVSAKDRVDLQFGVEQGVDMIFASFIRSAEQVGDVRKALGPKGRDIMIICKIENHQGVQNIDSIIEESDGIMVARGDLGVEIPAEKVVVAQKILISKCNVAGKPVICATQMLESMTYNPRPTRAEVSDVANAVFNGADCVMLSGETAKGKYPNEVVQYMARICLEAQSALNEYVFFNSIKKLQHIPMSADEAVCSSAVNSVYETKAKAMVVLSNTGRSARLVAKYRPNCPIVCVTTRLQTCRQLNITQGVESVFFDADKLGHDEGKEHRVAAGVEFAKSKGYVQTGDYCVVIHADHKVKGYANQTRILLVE
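Purified LmPK (0.1 nM) with 0.5 mM PEP and 0.1 mM ADP in imidazole buffer pH 7.2 with MgCl2/KCl, 1 h at room temperature. ATP formed was read by luciferase luminescence and normalized to no-enzyme and uninhibited controls.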
HCMV antiviral: inhibitors of human cytomegalovirus | activity change, negative = inhibition, % at 57.5 µM | HFF cells, HCMV-luciferase reporter, 72 h; active compounds read low | 4.5% of 410,000 active; in the data active = activity change below about -60%; inconclusive = no clear call, values can overlap the other calls; inactive = above about -39%
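Cell-based, HFFs, 1000 cells/well, 16 h 37C; cpds in DMSO + HCMV-luc, MOI 1 PFU/cell; 72 h 37C; OneGlo luminescence after 5 min RT; norm. to buffer vs Salinomycin 10uM.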
HCV inh: blocks hepatitis C virus | AID 651820 | Huh7.5.1 HCVcc-Cre infection, luciferase reporter, 44 h | Potency, µM (titrated, usually from 41.8 µM), inactives show at the top dose activity change, negative = inhibition, actives largely listed as inhibitors | 3.4% of 340,000 active; also: potency is read from the fitted curve at half-maximal effect
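Compounds are dispensed onto cells plated 4 h earlier at 1,000 per well, with HCVcc-Cre virus (about 0.5 moi) added next. Following 44 h of culture, luminescent signal is measured for 15 sec after 15 min with substrate at room temperature.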
TbPYK inhibitor: T. brucei pyruvate kinase inhibition. Q57TT1. AID 624173. TbPYK enzyme, Kinase-Glo Plus ATP luminescence, 45 min. 0.12% of 410,000 active. Potency, µM (highest dose often 76.8 µM), without a hit: at the top dose activity, negative = inhibition, hits mostly inhibitors; also: potency is read from the fitted curve at half-maximal effect; nearly all actives have a fitted effect of over 50% in size
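Quantitative HTS: titrated library compounds versus trypanosomal pyruvate kinase in TEA buffer (pH 7.2) containing KCl, MgCl2, BSA and Tween-20. Reactions were initiated with ADP, 130 uM final. Kinase-Glo Plus luminescence was read after 45 min at RT.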
AMA1-RON2 inh: inhibitors of Plasmodium falciparum AMA1-RON2 interaction; AlphaScreen AMA1-biotinylated RON2 peptide binding; Potency, µM (titrated, usually from 58.2 µM), for the others: top-dose activity change, negative = inhibition, actives largely listed as inhibitors; 0.2% of 360,000 active; AID 720542;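 also: potency is read from the fitted curve at half-maximal effect; 0% = vehicle wells and -100% = peptide control; nearly all actives have a fitted effect of over 45% in size; some results filed as inactive show a strong effect at the top dose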
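AMA1 (3D7) with his tag at 25 nM final met compounds first, then biotinylated RON2 peptide at 25 nM; detection used donor plus acceptor beads, 10 µg/mL apiece, read by AlphaScreen after 30 min at room temperature.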
The depositor's hits bear a star; ? = inconclusive; nt = no result given; & = joins results of further samples; [ ] = remark or other dose. Unless noted, calls follow the shape of the dose curve; as a rule, active = well fitted curve in the direction sought with a large enough effect; inconclusive = small, poorly fitted or top-dose-only effect, or another doubt; inactive = no such curve, though single readings can be large; an effect the other way counts as inactive or inconclusive. Unless noted, % is scaled to controls: 0 for no effect and ±100 for the full control effect.

SMILES	AmpC detergent	AmpC inh no detg	LmPK inh	HCMV antiviral	HCV inh	TbPYK inhibitor	AMA1-RON2 inh
COc1ccccc1CCNC(=O)C(=O)NCC(c1cccs1)S(=O)(=O)c1ccccc1 (stereo not drawn)	3%	nt	nt	-23	nt	0%	nt
CCOC(=O)CC(=O)CSc1nc2cc(C)ccc2cc1C	-2%	3%	5%	52	?	1%	58%[activator]
C=CCN(c1ccccc1)S(=O)(=O)c1cccc(C(=O)N(CC)CC(=O)Nc2c(F)cccc2F)c1	-15%	36%	2%	7	nt	-4%	9%
CC(CN(C)Cc1ccccc1)OC(=O)c1ccc(F)cc1 (stereo not drawn)	-7%	-9%	-2%	-16	0%	-14%	-7%
CC(=O)N(C(C)=O)c1ccc(Oc2ccc(Oc3ccc(N(C(C)=O)C(C)=O)cc3)cc2)cc1	nt	nt	nt	-1	nt	-4%	-5%
CN1CCN(c2ccc(NC(=O)c3ccc(Br)o3)cc2)CC1	-3%	-15%	-3%	20	13%	-10%	-6%
N=c1c2c(ncn1CCCO)Oc1ccc3ccccc3c1C2c1ccccc1 (stereo not drawn)	1%	122%[activator]	1%	58	?	4%	-4%
COc1ccc2ccccc2c1/C=N/NC(=O)c1sc(N)c(C#N)c1C	-10%	-51%	5%	-28	?	0%	15%
CC1CC(C)CN(CCCNC(=O)c2cn(C)c3ccc(S(=O)(=O)N4CCCC4)cc3c2=O)C1 (stereo not drawn)	5%	-8%	-5%	4	-6%	0%	-10%
COC(=O)C1=C(C)N(Cc2ccccc2)C(=NCC2CC2)N[C@H]1c1ccccc1	?	14%&0%&74%	-6%&-7%	-26	0%	-4%	7%
CN(C)CCCN(C(=O)c1sc2ccccc2c1Cl)c1nc2ccc(F)cc2s1	-5%	1%	1%	-2	-1%	-4%	?
CN=C(Nc1ccc2c(c1)OCO2)SC1CC(=O)N(c2ccccc2)C1=O (stereo not drawn)	?	6%	-1%	-10	-7%	-7%	-1%
S=c1[nH]nc(COc2ccc(Cl)cc2Cl)n1-c1ccccc1	-5%	-23%	-13%	0	10%	?	85%[activator]
COc1ccccc1N(CC(=O)NCC(C)C)S(=O)(=O)c1cccs1	-7%	-14%	0%	-32	19%	-2%	3%
CCCCCOC(=O)c1ccc(OC(=O)c2sc3ncn(Cc4cccc(F)c4)c(=O)c3c2C)cc1	6%	nt	nt	-2	nt	-12%	nt
CCNC(=S)NNC(=O)c1csc(CC)c1	-4%	-40%	-1%	10	22%	1%	80%[activator]
O=C(N/N=C/c1ccc(Br)o1)c1ccc2c(c1)OCCO2	-9%	-33%	-7%	4	6%	-10%	12%
CCN(C(=O)CSc1nc(C)nc2sc3c(c12)CCC3)C1CCS(=O)(=O)C1 (stereo not drawn)	nt	141%[activator]	nt	27	-5%	3%	-2%
CC(=O)NC1(c2ccccc2)CCN(c2cc(C)nc(-c3ccccc3)n2)CC1	-3%	-7%	9%	-23	-6%	-3%	-15%
COc1ccc(S(=O)(=O)N2CCCC(C(=O)Nc3cccnc3)C2)cc1Cl (stereo not drawn)	-13%	-12%	-5%	?	?	?	?

As entered above.
In AMA1-RON2 inh, `CN1CCN(c2ccc(NC(=O)c3ccc(Br)o3)cc2)CC1` reads -6%
In HCV inh, `S=c1[nH]nc(COc2ccc(Cl)cc2Cl)n1-c1ccccc1` reads 10%

The listing continues.
SMILES	AmpC detergent	AmpC inh no detg	LmPK inh	HCMV antiviral	HCV inh	TbPYK inhibitor	AMA1-RON2 inh
O=C(NCCCN1CCN(Cc2ccccc2)CC1)C1CCN(S(=O)(=O)N2CCC3(CC2)OCCO3)CC1	7%	29%	-2%	-5	8%	0%	-4%
CCOC(=O)C(NCc1ccc(OC)cc1)(NC(C)=O)C(F)(F)F (stereo not drawn)	-7%	0%	6%	21	13%	2%	-3%
CCOC(=O)c1nsnc1NCCCl	1%	-18%	-2%	-15	-4%	0%	-16%
CC(C)c1ccc(C2C3CSCC=C3C(C#N)=C(N)C2(C#N)C#N)cc1 (stereo not drawn)	-1%	-49%	5%	nt	nt	nt	nt
FC(F)(F)C1=Nc2cccc3cccc(c23)N1	?	8.9µM*	nt	-13	16%	-20%	?
Cn1c(=O)c2c(nc3n2CCS3)n(C)c1=O	-1%	-2%	-11%	?	5%	3%	0%
COc1cc(OC)c(OC)cc1C=O	nt	-12%	nt	?	11%	8%	-2%
COc1ccc(C(=O)/C=C/N(C)C)cc1OC	-13%	2%	-3%	12	3%	-6%	12%
CCOC(=O)C1=C(C)NC(=O)NC1c1ccc(OC)c(Cl)c1 (stereo not drawn)	-14%	-17%	2%	-17	-13%	-9%	-10%
OCC1(Cc2ccc(F)cc2F)CCCN(Cc2ccc(Cl)cc2)C1 (stereo not drawn)	2%	-2%	0%	26	?	-31%	-8%
CC1CCCN(C(=O)c2cc(S(=O)(=O)N3CCCCC3)c[nH]2)C1 (stereo not drawn)	-14%	-13%	-1%	-38	-12%	2%	-5%
O=C(CCc1nnc2ccc(NCc3ccccc3Cl)nn12)N1CCC2(CC1)OCCO2	-7%	100%[activator]	0%	-11	-2%	-1%	17%
O=C(CCCC(=O)N(c1ccc2c(c1)OCCO2)C(C(=O)NC1CCCCC1)c1ccc(F)cc1)Nc1ccccn1 (stereo not drawn)	?	-11%	0%	-68*	-5%	0%	-4%
CCC(c1nnnn1Cc1ccccc1)N1CCN(C/C=C/c2ccccc2)CC1 (stereo not drawn)	nt	nt	nt	-20	nt	3%	-11%
Cc1occc1-c1nnc(SCC(=O)N2CCc3ccccc32)o1	-8%	-14%	1%	-4	2%	-3%	12%
CN(C)c1ccc(CNC(=O)C2CCCN(S(=O)(=O)c3ccc4c(ccn4C)c3)C2)cc1 (stereo not drawn)	11%	nt	nt	?	nt	-3%	nt
COc1cccc(-c2cnc(C(O)c3ccc(C)cc3)[nH]2)c1 (stereo not drawn)	nt	nt	nt	15	nt	7%	-12%
COc1cccc2c(=O)cc(C)n(CC(=O)Nc3ccccc3C)c12	0%	46%	2%	?	?	-4%	1%
COc1ccc([C@H]2CC(=O)C=C(c3ccc4ccccc4c3)C2)cc1OC	1%	55%	nt	-7	4%	-2%	-4%
Cc1ccc(-c2cc(-c3ccccc3)no2)cc1	-15%	-17%	nt	102	-9%	-8%	4%
CCOC(=O)C1CCN(S(=O)(=O)c2cc(-c3onc(C)c3C)ccc2C)CC1	2%	nt	nt	61	nt	-5%	nt
Cn1c(=O)[nH]c2c(nc(-c3ccc(Cl)cc3)n2C)c1=O	0%	-13%	-3%	5	5%	-1%	-4%
CCOc1ncccc1C(=O)NCc1ccc(C)cc1	2%	-10%	-4%	-32	10%	6%	9%
Cc1ccccc1Cn1nc(C)c(NC(=O)c2nc3n(n2)C(C(F)F)CC(C)N3)c1C (stereo not drawn)	-8%	28%	1%	-15	-22%	-5%	-14%
O=C(CSc1nc2ccccc2c(=O)n1-c1ccc(F)cc1)NCc1ccco1	-11%	-53%	10%	-5	-16%	-17%	-10%
COCCn1nnnc1SCC(=O)c1ccc(F)cc1	-3%	-15%	1%	24	13%	-14%	-5%
Cc1ccc(C)c(N2CCN(C(=O)c3ccc(Cl)c(NC4=NC5CS(=O)(=O)CC5S4)c3)CC2)c1 (stereo not drawn)	-2%	133%[activator]	10%	-11	?	3%	17%
CN(c1ccccc1)S(=O)(=O)c1cccc(NC(=O)CCNC(=O)c2ccco2)c1	nt	nt	nt	16	nt	-1%	-1%
CCC(=O)Nc1c(C(=O)N2CCN(c3ccccn3)CC2)cnn1-c1ccc(C)cc1	0%	-2%	0%	26	17%	-5%	12%
CC(CNS(=O)(=O)c1cc(Cl)ccc1Cl)CN(C)C (stereo not drawn)	3%	?	-1%	1	7%	-2%	14%
CC(C)c1c(Cl)c(O)c(-c2ccccc2)c(=O)n1-c1ccc(F)cc1	?	-18%	-2%	39	8%	-2%	-6%
C=CCNc1c2c(nc3nnnn13)CCCC2	-5%	-13%	-3%	44	5%	-2%	-13%
O=C(CN(c1cccc([N+](=O)[O-])c1)S(=O)(=O)c1ccccc1)N(Cc1ccccc1)Cc1ccccc1	-11%	-7%	2%	-62*	3%	5%	-2%
Nc1ccnn1C1CCNCC1	0%	2%	-2%	7	4%	-17%	16%
COC(=O)Nc1nc2ccc(C(=O)c3ccc(F)cc3)cc2[nH]1	-7%	-12%	10%	nt	nt	nt	nt
CC(C)(C)c1nc2ccc(Cl)cn2c1CC1CCCCC1	nt	nt	nt	-15	nt	7%	15%
Cn1c(SCC(=O)Nc2ccc(F)cc2)nnc1C1CC1	-12%	-5%	-6%	-32	23%	0%	-3%
O=C1C(Cc2ccccc2)Nc2ncnc(N3CCN(c4ccccc4)CC3)c2N1Cc1ccc(Br)cc1 (stereo not drawn)	nt	?	nt	-32	?	2%&-3%	-7%&7%
CCOc1ccc(NC(=O)CNC(=O)COc2ccccc2)cc1	0%	-11%	-1%	67	11%	-7%	-7%
Cc1ccc(C(=O)Nc2ccc(-c3csc(C)n3)cc2)cc1	4%	-17%	8%	?	?	2%	-24%

Four of the compounds above, with two lines to a compound.
Screens in order: AmpC detergent	AmpC inh no detg	LmPK inh	HCMV antiviral	HCV inh	TbPYK inhibitor	AMA1-RON2 inh
> Cn1c(=O)[nH]c2c(nc(-c3ccc(Cl)cc3)n2C)c1=O
 : 0%	-13%	-3%	5	5%	-1%	-4%
> CCOc1ncccc1C(=O)NCc1ccc(C)cc1
 : 2%	-10%	-4%	-32	10%	6%	9%
> Cc1ccccc1Cn1nc(C)c(NC(=O)c2nc3n(n2)C(C(F)F)CC(C)N3)c1C (stereo not drawn)
 : -8%	28%	1%	-15	-22%	-5%	-14%
> O=C(CSc1nc2ccccc2c(=O)n1-c1ccc(F)cc1)NCc1ccco1
 : -11%	-53%	10%	-5	-16%	-17%	-10%

Continued.
SMILES	AmpC detergent	AmpC inh no detg	LmPK inh	HCMV antiviral	HCV inh	TbPYK inhibitor	AMA1-RON2 inh
Cc1ccc(NC(=O)N2CCCc3ccccc32)cc1	-1%	-22%	2%	-1	-9%	-2%	3%
Cc1ccc(OCCCn2cc(C#N)c3ccccc32)cc1	2%	-31%	-1%	-16	5%	-2%	14%
Cc1ccc(N2CC(C(=O)NCCS(=O)(=O)N3CCN(c4ccc(F)cc4)CC3)CC2=O)cc1 (stereo not drawn)	17%	-5%	-1%	-21&1	1%	2%&2%	-11%
Cc1ccccc1OCc1ccc(-c2nc(C#N)c(NCCCN(C)C)o2)o1	5%	nt	nt	?	nt	-3%	nt
O=C(Nc1cc(Cl)ccc1-n1cncn1)c1ccccc1OC(F)F	-7%	2%	nt	14	?	1%	3%
